Growth percent in the NCI-60 one-dose screen (48 h, 10 µM unless noted): 100 = growth as untreated, 0 = no growth, -100 = all killed.
NCI-H322M – NCI-H322M lung cancer. hit rate 2.7% among 80,000. AID 1794733
NCI/ADR-RES – NCI/ADR-RES ovarian cells; hit rate 4.4% among 81,000; AID 1794790
NCI-H460 – NCI-H460 lung cancer. hit rate 6.8% among 82,000
SK-OV-3 – SK-OV-3 ovarian cancer cells; hit rate 3.2% among 80,000
NCI-H522 – NCI-H522 lung cancer. hit rate 8% among 78,000
COLO 205 – COLO 205 colon cancer; hit rate 7.3% among 79,000
IGROV1 – IGROV1 ovarian cancer | hit rate 4.7% among 79,000 | AID 1794786
NCI-H23 – NCI-H23 lung cancer; hit rate 4% among 80,000; AID 1794731
NCI-H226 – NCI-H226 lung cancer. hit rate 3.5% among 79,000
Starred values were filed as active, the others as inactive; x = no result given; & = joins results of further samples; [ ] = another dose, or the depositor's remark. How the source made its calls: active means growth percent below 10; inactive means the rest.

nr	SMILES	NCI-H322M	NCI/ADR-RES	NCI-H460	SK-OV-3	NCI-H522	COLO 205	IGROV1	NCI-H23	NCI-H226
1	CC1=C2[C@@H](O)C[C@]2(C)[C@H]2C[C@@](C)(CO)C[C@H]2[C@@H]1O	101.3	109.7	101.8	121.5	102.1	113.1	110.0	107.0	105.5
2	C[N+]1(CC[N+]2(C)CC3CCCCC3C2)CCCCC1 (centres undefined)	100.8	102.2	108.7	103.2	66.7	111.8	97.7	96.7	101.9
3	O=C1CC2(C(=O)N1CN1CCOCC1)c1ccccc1-c1ccccc12	113.4	91.5	109.7	102.4	98.5	121.0	80.7	104.8	90.3
4	CC(C)c1ccc(C2OCCCO2)cc1	86.2	101.3	110.4	103.0	111.3	109.3	101.3	111.5	93.4
5	Cc1nn(-c2ccc(Cl)cc2)c2nc3c(nc12)c(=O)[nH]c1ccccc13	116.9	89.7	112.3	101.1	101.9	114.0	118.7	96.1	101.7
6	CCOC(=O)c1c(O)cc(-c2ccccc2)cc1-c1sc(N(C)Cc2ccccc2)nc1Cl	105.7	102.0	102.0	95.7	86.4	106.4	108.4	98.7	94.0
7	Cc1cc(C)c(C#N)c(OCCCCOc2nc(C)cc(C)c2C#N)n1	90.9	91.1	98.5	100.4	87.8	108.0	93.9	88.8	95.9
8	Cc1nn(-c2ccc(F)cc2)c2ncnc(Oc3ccc(NC(=O)Nc4cccc(C(F)(F)F)c4)cc3)c12	101.1	101.2	100.4	91.3	99.9	103.6	97.6	99.1	89.9
9	C[N+](C)(C)CCOC(=O)c1ccccc1OCc1ccccc1	93.3	101.6	102.5	104.8	97.0	99.2	100.7	94.8	97.9
10	Brc1ccc(-c2nnc3c4[nH]ccc4ncn23)cc1	91.0	x	90.1	93.2	80.9	108.7	69.6	88.3	96.7
11	Nc1nc2c(s1)CCc1c-2cn(S(=O)(=O)c2ccccc2)c1-c1ccccc1	101.3	72.4	96.2	112.4	74.9	112.2	94.5	94.1	x
12	CC1=NN(c2nc(-c3ccco3)c(C#N)c(=O)n2C)C(=O)C1N=Nc1ccc(C(=O)O)cc1 (centres undefined)	105.5	86.9	112.5	102.3	39.0	119.3	85.1	85.0	106.7
13	Cc1nn(-c2ccccc2)c2c1C(c1cc3c(cc1Br)OCO3)C(C#N)=C(N)O2 (centres undefined)	107.2	102.9	103.3	102.4	99.3	123.4	108.1	104.2	97.7
14	O=C(c1ccccc1)[C@@H](c1ccccc1)[C@]1(O)C(=O)Nc2ccccc21	87.4	101.5	95.0	84.0	93.7	84.1	98.4	95.0	83.1
15	O=C(Nc1ccccc1)Nc1nc2ccc([N+](=O)[O-])cc2[nH]1	58.5	69.1	44.1	73.4	28.4	88.7	45.9	39.5	55.4
16	C/C(=N\N1C(=O)c2ccccc2NC1c1ccc(F)cc1)c1c(O)cc(C)oc1=O (centres undefined)	97.8	112.5	110.7	104.9	94.5	117.3	102.3	102.2	102.6
17	CC(C)(C)N	94.4	110.0	106.2	108.4	98.9	114.4	110.5	102.3	x
18	Fc1cccc(-c2[nH]nc3nc(Nc4cccnc4)sc23)c1	65.1	21.6	21.2	41.0	16.0	15.7	51.4	43.3	70.8
19	O=C(Nn1cc(C(=O)c2ccccc2O)cc(-c2ccccc2)c1=O)c1ccncc1	95.1	103.4	117.2	87.2	85.5	106.9	100.9	101.7	107.6
20	O=C(Nc1ccc(OCc2ccccn2)c(Cl)c1)c1ccnnc1	105.0	100.2	103.2	104.1	95.2	113.9	107.3	93.4	98.1
21	CN=C(NC)NCc1ccccc1	123.8	107.7	107.4	116.1	81.8	113.0	x	103.4	105.3
22	COCCn1c(-c2csc(-c3cn(C)c4ccc(OC)cc34)n2)cc2cccnc21	82.4	46.4	21.7	65.2	-24.5*	37.5	94.5	63.8	81.3
23	CC1CCC(C(C)C)C(NN)C1 (centres undefined)	91.2	106.2	107.8	91.8	70.9	102.5	108.7	105.7	88.0
24	CC(=O)C(CCC#N)(CCC#N)c1ccccc1	114.6	107.1	110.9	113.9	90.2	123.8	112.3	106.6	106.8
25	NS(=O)(=O)c1ccc(C(=O)NN2C(=O)c3c(Br)c(Br)c(Br)c(Br)c3C2=O)cc1	110.6	109.8	110.0	116.0	94.3	112.1	104.1	103.8	102.2
26	O=C(CSc1nnc(-c2ccc(-c3nc4ccc(Cl)cc4[nH]3)cc2)o1)Nc1ccc(Br)cc1	9.9*	15.0	-72.3*	73.0	-23.3*	94.1	53.4	-34.7*	-46.9*
27	CN1CCN(c2ccc(C(=O)/C=C/c3ccc(Br)cc3)cc2)CC1	62.8	45.1	64.4	15.8	52.8	-14.7*	39.4	52.4	12.6
28	COc1cc(NC(C)CCCNC(=O)CCC(=O)NCCCNCCCCNCCCNC(=O)CCC(=O)NCCCC(C)Nc2cc(OC)cc3cccnc23)c2ncccc2c1 (centres undefined)	107.3[9 µM]	92.1[9 µM]	122.6[9 µM]	124.7[9 µM]	91.8[9 µM]	102.3[9 µM]	109.8[9 µM]	83.7[9 µM]	96.7[9 µM]
29	COC(=O)c1ccccc1OCc1cc(=O)oc2ccc(C)cc12	97.6	101.9	100.6	96.7	89.6	104.4	103.8	91.1	82.4
30	COc1ccc(N2CCN(C(=O)CCSc3nc4sc5c(c4c(=O)n3Cc3ccccc3)CCCC5)CC2)cc1	85.8	91.6	86.9	101.3	87.7	97.2	100.2	85.6	88.3
31	CCCCCCCCCCCCCCNc1nc(CO)ncc1-c1ccc(C(F)(F)F)cc1	x	100.1	104.9	91.7	90.6	107.7	103.7	x	101.0
32	CC(CCC(C)OS(=O)(=O)c1ccc(F)cc1)OS(=O)(=O)c1ccc(F)cc1 (centres undefined)	100.0	105.9	99.2	97.1	82.0	96.0	104.4	106.0	91.2
33	CCOC(=O)c1sc(NC(=O)/C=C/c2ccc(OC)c(OC)c2)nc1N1CCOCC1	93.7	66.5	79.8	105.2	60.7	76.4	67.6	96.6	83.6
34	Oc1ccccc1-c1nn(-c2ccccc2)cc1-c1nc2ccccc2o1	x	92.6	92.2	99.6	98.6	119.8	102.2	90.8	90.3
35	NS(=O)(=O)c1ccc(N2C(=O)c3cc(Cl)c(Cl)cc3C2=O)cc1	100.5	108.2	111.5	101.6	94.6	102.7	103.7	107.9	99.8
36	Cc1c(C2=NNC(c3ccc4c(c3)OCO4)C2)[n+]([O-])c2ccccc2[n+]1[O-] (centres undefined)	160.6	95.4	111.2	97.1	95.9	100.6	84.4	93.8	102.1
37	C=CCc1c(C)nc(NC(C)=O)[nH]c1=O	103.4	105.9	107.9	105.7	102.7	106.2	106.3	98.1	109.9
38	Cc1ccc2nc(-c3ccc(C(=O)NNC(=S)Nc4ccccc4)cc3)[nH]c2c1	99.7	100.4	94.4	98.3	95.0	119.3	86.4	91.5	92.7
39	CC(/C=N\NC(=O)C[N+](C)(C)C)=N/NC(=O)C[N+](C)(C)C	106.9	110.4	112.2	113.4	99.4	122.2	109.1	117.9	95.1
40	O=C(Nc1ccc(NC(=O)C(Cl)(Cl)Cl)cc1)C(Cl)(Cl)Cl	105.6	97.1	103.3	100.7	71.8	103.8	117.1	88.3	99.9
41	Nc1nc(N)nc(Nc2ccccc2)n1	105.0	109.3	x	105.7	86.7	119.4	113.5	106.0	101.7
42	COc1cccc(/C=N/NC(=O)c2cnn3c2NC(c2ccccc2)C3)c1Oc1ccccc1 (centres undefined)	101.9	87.9	88.0	90.8	54.2	79.6	78.4	95.5	97.7
43	C[C@@]1([N+](=O)[O-])CC2CCC1C2 (some centres undefined)	90.0	100.5	104.2	102.1	100.6	112.5	101.2	102.4	97.7
44	COC(=O)[C@H](C(C)C)n1c(=O)c2cc(OC)c(OC)cc2c2cnc3[nH]ccc3c21	48.5	56.4	41.2	26.5	62.8	57.5	3.1*	62.1	46.4
45	CN1CCN(Cc2ccc(NC(=O)c3cncc(C#Cc4cnc5ccc(OCC(F)F)nn45)c3)cc2C(F)(F)F)CC1	-35.4*	-28.1*	-85.0*	-24.2*	-75.9*	-87.7*	-53.8*	-51.2*	-62.6*
46	O=C(O)[C@@H]1c2ccccc2C(=O)N(c2ccccc2)[C@H]1c1ccccc1	97.0	96.8	107.6	89.1	74.4	103.2	96.7	90.7	99.0
47	CCCn1c(=S)[nH]c2ccccc2c1=O	109.6	105.6	109.1	100.1	97.8	118.4	100.2	101.5	110.8
48	CN(C)c1nc(NCCNS(=O)(=O)c2ccc(C(=O)/C=C/c3ccc(Cl)cc3)cc2)nc(N2CCOCC2)n1	81.2	25.5	50.7	73.9	25.0	21.1	-71.2*	9.4*	74.9
49	CN(C)c1ccc(C2N(C)CCN2C)cc1	100.0	105.5	110.1	120.2	117.6	116.6	105.7	103.6	102.2
50	COc1cc(C)cc(OC)c1O	115.4	101.8	103.2	111.2	100.8	x	107.3	97.2	111.4
51	CCOC(=O)c1sc(-c2ccc(OS(=O)(=O)c3ccc(Br)s3)c(C=O)c2)nc1C	83.8	-8.1*	77.6	97.2	-5.7*	84.8	3.4*	11.9	x
52	CCOC(=O)c1[nH]nc2c1C1(C(=O)Nc3ccccc31)C(C#N)=C(N)O2 (centres undefined)	105.6	99.6	98.8	105.3	96.0	106.1	108.6	101.6	96.3
53	Nc1nc(=S)cc(Nc2ccccc2Cl)[nH]1	92.4	102.7	102.5	92.9	82.0	107.9	101.2	87.3	92.0
54	C=C(C)[C@@H]1CC[C@]2(C)[C@H](CC=C3[C@@H]4CC(C)(C)CC[C@]4(C(=O)OC)CC[C@]32C)[C@@]1(C)CC/C(N)=N/O	85.6	-24.5*	74.9	68.0	33.5	35.6	80.2	8.7*	2.1*
55	Cc1ccc(S(=O)(=O)Oc2ccc(Cl)cc2Cl)cc1	105.6	100.3	111.9	107.1	93.3	125.6	107.2	102.9	102.7
56	COc1cc(NC(=O)Nc2cnc(Nc3ccc(N4CCOCC4)cc3)nc2Oc2ccc(F)cc2)cc(OC)c1	97.2	95.4	54.1	101.7	92.5	110.6	94.2	81.2	88.0
57	CCN1CC2=C(Nc3nc(SC)[nH]c(=O)c3C2c2ccc(Br)cc2)/C(=C/c2ccc(Br)cc2)C1 (centres undefined)	101.5	79.7	92.1	100.8	89.0	102.7	85.3	99.3	94.7
58	CCc1c(C)c2ccc(OCC(=O)N=Nc3c(O)[nH]c4ccccc34)c(C)c2oc1=O	-14.2*	47.7	-46.7*	80.9	-9.9*	31.4	8.0*	5.6*	12.4
59	O=C1NCCN1c1ccccc1	151.7	104.9	104.3	104.3	x	109.5	134.8	101.5	114.4
60	CN1C(=O)N(C)C2C1NN=c1s/c(=C\c3ccc(C(F)(F)F)cc3)c(=O)n12 (centres undefined)	32.4	15.4	11.7	32.1	2.7*	-0.5*	46.4	39.5	43.2

Further entries follow.
nr	SMILES	NCI-H322M	NCI/ADR-RES	NCI-H460	SK-OV-3	NCI-H522	COLO 205	IGROV1	NCI-H23	NCI-H226
61	N#CC1=C(N)ONC1c1cc(=O)oc2ccc(Cl)cc12 (centres undefined)	92.3	96.1	115.0	103.0	89.1	107.2	89.3	90.8	101.7
62	Cc1ccc(N(CCCc2ccccc2)CCCc2ccccc2)cc1	89.7	118.7	95.8	90.0	x	112.9	x	97.5	89.2
63	COc1cc(C(=O)Nc2cc(OC)c3ccn(C)c3c2)cc2c1C[C@]1(C)CC[C@@H](O)C(C)(C)[C@H]1O2	57.3	13.9	14.0	15.2	-4.0*	3.7*	25.2	30.3	76.7
64	Cc1ccc(-c2nc(C#N)c(S(=O)(=O)NCCO)o2)cc1	92.0	81.0	88.6	95.7	-4.8*	43.1	65.1	82.3	86.6
65	CC1=CC(=O)C=C(C(C)C)/C1=C(\c1ccccc1C(=O)O)c1c(C)cc(OP(=O)(O)O)cc1C(C)C	95.6	x	95.0	96.8	92.8	109.7	103.3	88.3	91.8
66	CC12CCC(=O)C=C1C(O)CC1C2CCC2(C)C1CCC2(O)C(=O)CO (centres undefined)	107.8	109.2	107.9	109.2	93.1	109.9	111.7	100.1	x
67	Cc1[nH]n(-c2ccccc2Cl)c(=O)c1/C=C1\C=Nc2ccccc21	117.9	101.5	106.3	99.6	109.9	122.8	x	76.8	72.8
68	O=C(O)c1ccc(S(=O)(=O)O)o1	100.0&84.4	102.7&119.1	102.5&106.7	98.4&104.3	80.1	102.7&124.6	98.6	94.4&107.9	100.6&100.0
69	CN(C)N=Nc1ccccc1C(N)=O	95.3	103.0	113.1	98.1	86.5	110.5	102.4	98.5	98.7

Reformatted with two lines to a compound: entries from further up
Values run as follows: NCI-H322M, NCI/ADR-RES, NCI-H460, SK-OV-3, NCI-H522, COLO 205, IGROV1, NCI-H23, NCI-H226
#59 O=C1NCCN1c1ccccc1
  151.7, 104.9, 104.3, 104.3, x, 109.5, 134.8, 101.5, 114.4
#60 CN1C(=O)N(C)C2C1NN=c1s/c(=C\c3ccc(C(F)(F)F)cc3)c(=O)n12 (centres undefined)
  32.4, 15.4, 11.7, 32.1, 2.7*, -0.5*, 46.4, 39.5, 43.2

One compound at a time, from the list above. Order of screens: NCI-H322M, NCI/ADR-RES, NCI-H460, SK-OV-3, NCI-H522, COLO 205, IGROV1, NCI-H23, NCI-H226
Record of `CN(C)N=Nc1ccccc1C(N)=O` : 95.3, 103.0, 113.1, 98.1, 86.5, 110.5, 102.4, 98.5, 98.7
Record of `CC1=CC(=O)C=C(C(C)C)/C1=C(\c1ccccc1C(=O)O)c1c(C)cc(OP(=O)(O)O)cc1C(C)C` : 95.6, x, 95.0, 96.8, 92.8, 109.7, 103.3, 88.3, 91.8
Record of `Cc1[nH]n(-c2ccccc2Cl)c(=O)c1/C=C1\C=Nc2ccccc21` : 117.9, 101.5, 106.3, 99.6, 109.9, 122.8, x, 76.8, 72.8
